Screening data deposited in PubChem by National Center for Advancing Translational Sciences (NCATS).
CRE-bla Fsk = modulators of forskolin-stimulated CRE signaling in CHO cells | 2.5% of 71,000 active | Potency, µM (series often up to 38.2 µM), without a hit: top-dose activity change, negative = inhibition, usual class: activators | CHO CRE-bla reporter (cAMP response element driving beta-lactamase), forskolin EC10, beta-lactamase ratio | AID 662; active means well fitted activation curve with a large enough effect in the signal ratio, with a control signal flat, not every such curve was filed as active; inconclusive means small, poorly fitted or top-dose-only effect, or effect the other way, or a change in a side signal; the % refers to the signal ratio; further: potency means the concentration at half of the fitted maximal effect; % of control where 0% means no effect
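AC50 values, positive or negative, reflect shifts in EC10 NKH 477-induced CRE-bla reporter activity in CHO cells. Incubation lasted 3 h at 37 °C before CCF4 substrate (2 h, room temperature) and ratiometric 460/530 nm reading.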
HBB splice mod = hemoglobin beta splicing modulation | Potency, µM (top dose mostly 46.1 µM), inactives show top-dose activation, hits mostly activators | 0.06% of 65,000 active | HBB splicing reporter cell assay, activation; EGFP reporter with mutant IVS2-654 intron; response scale: normalised to 500 nM splice-correcting PNA; further: potency means the concentration at half of the fitted maximal effect; 0% is about no effect
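HeLa cells stably expressing EGFP interrupted by mutant beta-globin intron 2 (IVS2-654), 500/well in 2% FCS. Treated with compound for 2 days at 37C. Splicing correction scored as total well GFP intensity (488 nm excitation, 500-520 nm emission); 500 nM antisense PNA served as control.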
Tau filament bind = binders of human tau filaments. P10636. recombinant tau filaments, thioflavin S fluorescence, 15 h; filaments grown with octadecylsulfate alongside compound. Potency, µM (doses to about 57.1 µM), for the others: top-dose activity change, negative = inhibition. 2% of 71,000 active. AID 596;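 further: potency means the concentration at half of the fitted maximal effect; on the % scale 0 is the no-effect control and ±100 the full control effect; actives lower thioflavin S fluorescence by blocking filaments or displacing dye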
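Thioflavine S fluorescence (ex 450, em 510 nm) reports filaments formed from 1 uM human tau plus 30 uM ODS over 15 h at 37 C (10 mM HEPES pH 7.4, 100 mM NaCl, 5 mM DTT); compounds displacing dye or blocking filaments lower signal.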
Hsp90 Hop PPI = changes Hsp90-Hop TPR2A binding signal, up or down; 0.44% of 71,000 active; Potency, µM (titrated, usually from 57 µM), without a hit: at the highest dose activity change, negative = inhibition; AlphaScreen TPR2A-His6 binding biotin-Hsp90 C-terminal peptide; active means well fitted curve in either direction with a large enough effect; inconclusive means small, poorly fitted or top-dose-only effect, or another doubt; further: potency means the concentration at half of the fitted maximal effect; on the % scale 0 is the no-effect control and ±100 the full control effect; many of its hits are not listed in these tables
ERK AVP block = inhibitors of vasopressin-stimulated ERK signaling pathway; HEK293-V1b, vasopressin-stimulated pERK AlphaScreen; Potency, µM (doses to about 57.5 µM), for the others: at the top dose activity, negative = inhibition, actives largely listed as inhibitors; 0.99% of 72,000 active; further: potency means the concentration at half of the fitted maximal effect; on the % scale 0 is the no-effect control and ±100 the full control effect; nearly all actives have a fitted effect of over 55% in size
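HEK293 cells stably expressing V1b receptor, seeded overnight in 1% FBS, were treated with compounds for 30 min at 37C, then stimulated 5 min with 25 nM vasopressin; phospho-ERK read by AlphaScreen SureFire after lysis.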
Ub-GFP proteasome = ubiquitin-GFP accumulation via proteasome inhibition; Ubiquitin-GFP reporter cells, proteasome inhibition, GFP fluorescence; response scale: untreated = 0%, 10 µM MG-132 = 100%; Potency, µM (titrated, usually from 45.9 µM), for the others: at the top dose activation (GFP accumulation), most hits filed as activators; 67,000 tested, under 10 active; AID 526; active means well fitted activation curve with a large enough effect, not every such curve was filed as active; inconclusive means small, poorly fitted or top-dose-only effect, or another doubt; inactive means no such curve, though single readings can be large or run the other way; further: potency means the concentration at half of the fitted maximal effect
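Proteasome blockade was scored as a rise in GFP-expressing U2OS cells carrying a ubiquitin(G76V)-GFP construct, imaged after 4 hr compound treatment at 37 °C across a 46 uM–2.9 nM series.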
Epigenetic mod = derepresses silenced GFP locus in mouse C127i cells | mouse C127i GFP locus derepression, cytometry, 30 h | Potency, µM (doses to about 46.1 µM), without a hit: top-dose GFP derepression (activation) | 0.09% of 68,000 active | AID 597; further: % of control where 0% means no effect
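Murine C127i mammary cells carrying a silenced, stably integrated CMV-driven GFP reporter were treated with compound for 30 hours at 37 C. After PBS washes, GFP-positive cells were counted by laser-scanning microplate cytometry.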
HADH2 inh = HADH2 (human) dehydrogenase inhibition | Q99714 | recombinant HADH2, NADH fluorescence, beta-hydroxybutyryl-CoA | Potency, µM (series often up to 57.1 µM), inactives show at the highest dose activity change, negative = inhibition, hits mostly inhibitors | 3.4% of 73,000 active | AID 886; further: potency means the concentration at half of the fitted maximal effect; on the % scale 0 is the no-effect control and ±100 the full control effect; nearly all actives have a fitted effect of over 60% in size; many of its hits are not listed in these tables
Target sequence (Q99714 whole entry, looked up, one chain of several): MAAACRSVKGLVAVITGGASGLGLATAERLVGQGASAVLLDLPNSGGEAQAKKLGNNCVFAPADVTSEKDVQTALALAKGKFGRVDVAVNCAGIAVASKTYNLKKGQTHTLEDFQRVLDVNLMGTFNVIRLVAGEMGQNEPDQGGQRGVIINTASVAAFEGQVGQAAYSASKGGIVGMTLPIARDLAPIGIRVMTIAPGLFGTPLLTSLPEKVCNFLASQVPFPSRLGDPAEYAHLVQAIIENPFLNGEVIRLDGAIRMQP
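Read-out: 360 nm excitation, 450 nm emission, kinetic over 4 min. Conditions: His-tagged human HADH2 20 nM, pH 9.0 Tris with Tween-20, 1 mM NAD+, 90 uM beta-hydroxybutyryl-CoA.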
FLuc inh = inhibitors of firefly luciferase. P08659. purified firefly luciferase, luminescence, 8 min. Potency, µM (highest dose often 57.1 µM), inactives show at the top dose activity change, negative = inhibition, hits mostly inhibitors. 2.2% of 72,000 active; further: potency means the concentration at half of the fitted maximal effect; on the % scale 0 is the no-effect control and ±100 the full control effect; nearly all actives have a fitted effect of over 40% in size
Target sequence (P08659 whole entry, looked up): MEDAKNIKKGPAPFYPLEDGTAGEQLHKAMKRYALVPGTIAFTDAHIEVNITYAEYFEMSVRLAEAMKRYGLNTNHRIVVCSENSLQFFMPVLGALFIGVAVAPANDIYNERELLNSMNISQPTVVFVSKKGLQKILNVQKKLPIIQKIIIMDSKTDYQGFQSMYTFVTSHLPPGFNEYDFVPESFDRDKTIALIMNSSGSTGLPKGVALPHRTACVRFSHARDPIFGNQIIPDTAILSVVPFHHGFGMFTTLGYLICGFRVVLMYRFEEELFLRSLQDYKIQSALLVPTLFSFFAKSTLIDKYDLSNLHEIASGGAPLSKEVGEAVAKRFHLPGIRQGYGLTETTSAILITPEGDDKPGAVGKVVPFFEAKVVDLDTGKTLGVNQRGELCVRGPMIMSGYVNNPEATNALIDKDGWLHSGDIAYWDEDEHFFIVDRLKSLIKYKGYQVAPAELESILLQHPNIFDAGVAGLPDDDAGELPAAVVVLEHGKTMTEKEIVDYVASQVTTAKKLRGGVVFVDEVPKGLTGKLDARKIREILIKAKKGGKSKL
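Here, luciferase activity is measured as luminescence following an 8 min room-temperature reaction at 10 uM ATP, pH 7.2. Every library sample is titrated.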
Pol III holo inh = inhibitors of bacterial DNA polymerase III holoenzyme. reconstituted DNA polymerase III holoenzyme replication, biochemical. Potency, µM (top dose mostly 57.1 µM), for inactives: at the highest dose activity change, negative = inhibition. 0.25% of 71,000 active; further: potency means the concentration at half of the fitted maximal effect; on the % scale 0 is the no-effect control and ±100 the full control effect
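Reconstituted *E. coli* holoenzyme (0.35 nM Pol III, 1 nM beta, 154 nM SSB, 2 nM primase) was preincubated with compound for 15 min at RT. Synthesis on 1.4 nM ssM13Gori ran 35 min, then was stopped with PicoGreen/EDTA and read as dsDNA fluorescence.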
ALOX15 inhib = blocks human 15-lipoxygenase activity. P16050. purified 15hLO-1, xylenol orange hydroperoxide absorbance. Potency, µM (highest dose often 57.1 µM), for the others: at the highest dose activity change, negative = inhibition, hits mostly inhibitors. 1.4% of 74,000 active; further: potency means the concentration at half of the fitted maximal effect; on the % scale 0 is the no-effect control and ±100 the full control effect; nearly all actives have a fitted effect of over 55% in size
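Quantitative HTS in 25 mM Hepes pH 7.5 containing 0.01% Triton X-100: human 15hLO-1 at 40 nM, arachidonic acid at 50 uM, 6 min turnover. Product quantified via ferrous oxidation/xylenol orange, 573:405 nm absorbance ratio.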
* marks the source's active call; other numbers are inactive results; u = inconclusive; x = not tested or not shown; [ ] = dose if it differs, or a comment. Unless noted, the call rests on the fitted dose curve; in most records, active means well fitted curve in the direction sought with a large enough effect; inconclusive means small, poorly fitted or top-dose-only effect, or another doubt; inactive means no such curve, though single readings can be large; an effect the other way counts as inactive or inconclusive. Not all compounds are listed; count on the stated rates, not on these rows.

SMILES	CRE-bla Fsk	HBB splice mod	Tau filament bind	Hsp90 Hop PPI	ERK AVP block	Ub-GFP proteasome	Epigenetic mod	HADH2 inh	FLuc inh	Pol III holo inh	ALOX15 inhib
O=C(NC1CCCCC1)C(c1ccccc1F)N(Cc1ccco1)C(=O)Cn1nnc2ccccc21 (centres undefined)	u	-0.3%	64.1%	-4.9%	-12.7%	0.1%	3.9%	9.5%	0.9%	-0.8%	-4.1%
Cc1cc2ncn(C(=O)c3c(-c4ccccc4Cl)noc3C)c2cc1C	-19.2%	-0.1%	14.6%	-3.9%	29.3%	-2.4%	-1.8%	9.6%	4.8%	-1.0%	-4.0%
O=C1NC(=O)C(CC(=O)N(Cc2ccco2)C2(C(=O)NC3CCCCC3)CCCCC2)N1 (centres undefined)	29.9%	-0.9%	0.1%	-2.9%	9.2%	11.5%	1.1%	0.9%	-0.4%	0.5%	1.0%
CCOc1ccccc1C1CC(=O)Nc2cc3c(cc21)OCO3 (centres undefined)	u	-1.2%	3.0%	-10.5%	-20.2%	2.3%	-2.3%	-3.3%	-1.8%	6.0%	-1.3%
CCCCC(CC)COC(=O)C(C#N)=C(c1ccccc1)c1ccccc1 (centres undefined)	9.2%	-1.0%	31.6µM*	u	33.5%[activator]	x	x	2.9%	x	0.2%	-13.0%
NC(=O)C1(N2CCCCC2)CCN(C(=O)CCCn2c(=O)[nH]c3ccsc3c2=O)CC1	-5.1%	0.1%	5.9%	-5.4%	x	1.6%	x	0.7%	-0.2%	-7.0%	6.2%
COc1ccc2c(C(=O)CN(C)C3CCCCC3)c[nH]c2c1	-6.8%	-3.4%[57.5 µM]	25.1µM*	-5.0%	-20.1%	0.0%	2.1%	-4.6%	-3.0%	-5.9%	-52.5%
O=C(CN(Cc1ccccc1Cl)C(=O)c1ccc(CN2CCOCC2)o1)NCc1ccccc1	-14.1%	2.3%[57.5 µM]	2.1%	-1.8%	-6.8%	-2.1%	-1.1%	0.7%	-0.8%	-5.9%	6.1%
N#CC1=C(N)NC(SCC(=O)Nc2ccccc2)=C(C#N)C12CCCC2	-4.7%	-0.7%	1.5%	-11.4%	u	-12.5%	0.9%	u	-0.1%	-3.9%	-6.2%
Cc1ccnc2nc(C(=O)OCCOc3ccccc3)nn12	u	-0.3%[57.5 µM]	-13.5%	-1.9%	-22.6%	1.9%	3.3%	0.6%	-1.3%	4.2%	4.2%
COc1ccc2cnn(CCOc3ccccc3)c(=O)c2c1OC	u	1.1%[57.5 µM]	2.6%	-1.7%	-9.1%	0.9%	-2.1%	5.7%	15.8µM*	7.0%	-3.0%
COc1ccc(CC(=O)Nc2ccc(-c3noc(-c4cc(OC)c(OC)c(OC)c4)n3)cc2)cc1	5.0%	-0.3%	336.3%	-0.3%	25.5%	13.2%	2.9%	-0.8%	0.3%	0.3%	-6.8%
COCCn1nnnc1C(C(C)C)N1CCN(C(=O)c2ccco2)CC1 (centres undefined)	-4.4%	4.1%	-12.2%	-0.8%	9.8%	-1.7%	-3.8%	-2.7%	3.1%	1.0%	-7.0%
C=CCNC(=O)NC(=O)COC(=O)COc1ccc(Br)cc1F	u	-1.0%	-5.8%	-1.2%	1.4%	-3.2%	1.1%	1.1%	2.2%	-3.6%	10.6%
Cc1nnc(SCCN2CCOCC2)n1C	-1.7%	x	-4.9%	-1.0%	9.1%	-3.9%	-3.4%	3.1%	0.9%	-5.0%	-3.7%
COc1cc(C2c3c(n[nH]c3C)C(=O)N2c2ccc(Br)cc2)ccc1O (centres undefined)	u	1.9%[1.84 µM]	7.3%	0.4%	u	2.9%	-2.0%	x	3.6%	2.4%	-16.2%
CC(=O)/C(C(=N)N1CCN(Cc2ccccc2)CC1)=C(\C)O	-0.6%	-3.5%	-2.2%	-2.3%	-6.3%	0.0%	-4.9%	2.0%	1.4%	-0.4%	-8.3%
CC1CCN(C(=O)Cn2cc3c(n2)CCCC3)CC1	-6.1%	-1.3%	-12.8%	-0.1%	-4.7%	22.2%	-1.5%	4.0%	0.2%	-2.3%	5.8%
CCN(CCCNC(=O)CN1C(=O)COc2ccccc21)c1cccc(C)c1	-18.7%	1.4%	-2.6%	-13.2%	18.6%	-13.1%	-1.0%	-1.9%	0.9%	-2.4%	-3.3%
COc1ccccc1OCC(O)Cn1c(Br)nc2c1c(=O)[nH]c(=O)n2C (centres undefined)	16.6%	2.5%[0.369 µM]	-7.0%	-3.1%	-21.3%	x	-0.5%	-13.8%	-0.4%	2.1%	10.6%

(list continues)
SMILES	CRE-bla Fsk	HBB splice mod	Tau filament bind	Hsp90 Hop PPI	ERK AVP block	Ub-GFP proteasome	Epigenetic mod	HADH2 inh	FLuc inh	Pol III holo inh	ALOX15 inhib
c1ccc2c(c1)CNc1ccccc1C2	-12.8%	x	-4.4%	0.8%	2.3%	-2.7%	-1.3%	u	-0.6%	0.8%	u
Cc1ccc(C)c2[nH]c(=O)c(CCNC(=O)c3cc4ccccc4o3)cc12	u	0.1%	284.1%	0.7%	x	2.2%	x	16.2%	2.8%	-4.4%	1.5%
COc1ccc2c(c1)S/C(=C\C(=O)c1ccncc1)N2C	u	-3.9%	48.3%	-5.6%	-17.7%	10.8%	7.7%	3.16µM*	5.01µM*	-14.3%	u
COc1ccc(-n2c(-c3ccco3)n[nH]c2=S)cc1	-18.7%[7.6 µM]	-4.2%[0.0738 µM]	-2.7%[11.4 µM]	-4.2%[11 µM]	-17.6%	u	-1.5%	-8.7%[11.4 µM]	-0.1%	1.9%[11.4 µM]	-14.0%[11.4 µM]
O=C(NC(=Nc1ccccc1)N1CCOCC1)Nc1ccccc1	0.5%	-6.7%	-1.2%	-1.7%	-8.8%	-3.4%	3.7%	u	-41.1%	-9.2%	2.7%
CCOC(=O)C1CCN(C(=O)CN(c2cccc(OC)c2)S(=O)(=O)c2ccccc2)CC1	-5.8%	-0.9%	-0.8%	-4.1%	-4.9%	0.4%	5.0%	-8.9%	0.5%	-3.9%	-6.9%
CCc1ccc(S(=O)(=O)NC(CC(=O)O)c2ccccc2)cc1 (centres undefined)	-2.1%	1.0%	-6.5%	-1.5%	-9.9%	0.2%	-1.9%	-3.4%	-0.6%	-4.2%	9.2%
C/C(Cl)=C/CSc1nc2c(c(=O)[nH]c(=O)n2C)n1C(C)C	u	1.1%	6.2%	-1.9%	-18.3%	0.1%	1.0%	4.1%	1.5%	0.3%	-14.3%
C/C(=C\COc1cc(=O)[nH]c2ccccc12)CC[C@@H](O)C(C)(C)O	-10.7%	x	39.8µM*	-2.0%	x	-6.5%	2.3%[9.22 µM]	10.4%	-2.0%[11.4 µM]	-2.6%	x
O=C(C1Cc2ccccc2CN1S(=O)(=O)c1cccs1)N1CCCCC1 (centres undefined)	-1.0%	-0.2%	-2.2%	0.6%	-17.0%	-1.4%	-2.0%	-4.4%	1.2%	-2.7%	-11.4%
O=C1COc2ccc(C(=O)CSc3nnc(-c4cccs4)n3Cc3ccccc3)cc2N1	-3.6%	-0.5%[57.5 µM]	118.3%	-6.3%	-11.5%	-3.3%	6.5%	-10.7%	1.5%	4.6%	-19.1%
O=C(O)C(CCCCN1C(=O)C2C3C=CC(C3)C2C1=O)N1C(=O)C2C3C=CC(C3)C2C1=O (centres undefined)	-0.5%	0.0%	-9.1%	-0.1%	-1.3%	-3.0%	2.2%	-5.5%	-30.4%	0.0%	7.0%
COc1cc2c(C#N)c(N3CCc4ccccc4C3)nc(N)c2c(N)n1	0.631µM*	-0.3%[57.5 µM]	u	-4.0%	-16.7%	5.7%	-1.0%	36.2%[activator]	-29.7%	-4.7%	-11.7%
COc1ccc(-c2nc3cnc(N(C)C)nc3n(Cc3ccc(F)cc3)c2=O)cc1	u	0.1%	15.3%	-3.4%	24.1%	2.7%	5.8%[9.22 µM]	-1.8%	0.5%[11.4 µM]	-9.6%	-18.4%
